NOD2 inhibition: inhibition of NOD2-driven NF-kB reporter – cell-based, luminescence, uHTS, HEK293 (AID 1566); hit rate 0.63% among 290,000; HEK293 NOD2/NF-kB luciferase reporter, luminescence; higher % means a stronger effect; one-dose inhibition, % at 4 µM; EC50 in µM for titrated hits; note: many of its hits are not listed in these tables
KOR beta-arrestin-1: kappa opioid receptor blockers – cell-based, luminescence, uHTS (AID 1778). KOR beta-arrestin recruitment, luminescence, antagonist mode; higher % means a stronger effect. inhibition, % at 10 µM, or IC50 in µM where a hit was titrated. hit rate 0.091% among 290,000; note: strong numbers were not always called active
MgcRacGAP inhibition: MgcRacGAP GTPase-activating activity inhibitors, confirmation, biochemical, ADP Hunter fluorescence; AID 624330; inhibition, % at 30 µM; hits with a dose series show IC50 in µM; hit rate 0.6% among 340,000; MgcRacGAP-stimulated Rac1 GTP hydrolysis, ADP Hunter fluorescence; higher % means a stronger effect; GST-tagged Rac1 F28L mutant substrate;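 active = first-screen hits whose inhibition reached a set limit at any dose in the follow-up dose series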;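 note: fluorescence reports GDP produced by GAP-driven GTP hydrolysis; strong numbers were not always called active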
Large T inhibition: SV40 large T antigen inhibitors, biochemical (AID 1903); SV40 large T antigen ATPase/helicase inhibition assay; higher % means a stronger effect; inhibition, % at 20 µM; hits with a dose series show IC50 in µM; hit rate 0.39% among 310,000; in the data active = a potency from the dose series; note: strong numbers were not always called active
GPR55 activation: GPR55 agonists via beta-arrestin recruitment, primary screen, imaging, U2OS cells, beta-arrestin-GFP redistribution (AID 1961). U2OS GPR55 beta-arrestin-GFP redistribution imaging; higher % means a stronger effect. activation, % at 10 µM, or EC50 in µM where a hit was titrated. hit rate 0.048% among 290,000;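 active = activation above 40% with more than 50 cells counted in the well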;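 note: U2OS osteosarcoma cells stably expressing GPR55 and beta-arrestin-GFP; plate controls were DMSO negative control for no effect and LPI positive control for full effect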
KOR beta-arrestin-2: kappa opioid receptor activators – cell-based, luminescence, uHTS, primary screen (AID 1777) | hit rate 0.02% among 280,000 | KOR beta-arrestin recruitment, luminescence; higher % means a stronger effect | activation, % at 10 µM, or EC50 in µM where a hit was titrated; in the data active = activation above about 50%, passing the limit was not always enough; note: a part of the inactive calls stands beside numbers as strong as those of hits
HIV fusion peptide: inhibitors of HIV fusion peptide binding, primary screen, biochemical, uHTS, fluorescence dequenching (AID 1986). hit rate 0.3% among 290,000. cell-free peptide binding, fluorescence dequenching, 30 min; higher % means a stronger effect. inhibition, % at 20 µM, or IC50 in µM where a hit was titrated; in the data active = inhibition mostly above about 52%, no sharp cut-off; inactive = mostly below about 76%; note: some results filed as inactive read as strong as hits
GPR55 antagonists: inhibition of LPI-stimulated GPR55 beta-arrestin translocation – imaging, U2OS, beta-arrestin-GFP, LPI agonist, primary screen (AID 2013); U2OS GPR55 beta-arrestin-GFP translocation imaging, LPI antagonism; higher % means a stronger effect; inhibition, % at 10 µM; hits with a dose series show IC50 in µM; hit rate 0.13% among 290,000;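 active = spots per cell inhibited over 60%, with over 100 cells counted and total cytoplasm intensity under 500,000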;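 note: U2OS cells stably carrying GPR55 and arrestin-GFP stimulated by 5 µM LPI near EC80; imaged beta-arrestin-GFP aggregate spots per cell after agonist stimulation; plate controls were LPI-stimulated DMSO wells for no effect and DMSO wells without LPI for full effect; some results filed as inactive read as strong as hits; confirmed hits need IC50 under 10 µM and bright autofluorescent wells are also inconclusive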
NOD1 inhibition: inhibition of NOD1-driven NF-kB reporter – cell-based, luminescence, uHTS, primary screen (AID 1578). NOD1-driven NF-kB luciferase reporter cells, luminescence; higher % means a stronger effect. hit rate 1% among 290,000. inhibition, % at 4 µM, or EC50 in µM where a hit was titrated; in the data active = inhibition mostly above about 36%, no sharp cut-off; inactive = mostly below about 34%;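 note: HEK-293T reporter cells stimulated with the NOD1 agonist gamma-tri-DAP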
* hit, by the source's call; . = not tested or not shown; [ ] = dose if it differs, or a comment. Cut-off read from the data, not from the text of the source, unless noted: active = inhibition above about 50%; inactive = the rest.

no.	NOD2 inhibition	KOR beta-arrestin-1	MgcRacGAP inhibition	Large T inhibition	GPR55 activation	KOR beta-arrestin-2	HIV fusion peptide	GPR55 antagonists	NOD1 inhibition	Structure
1	27%	23%	-11%	4%	1.3%	-5.2%	0.3%	-2%	-19%	COCCNC(=O)NC(=O)COC(=O)C1(c2ccc(Cl)cc2)CC1
2	-24%	-14%	3%	7%	-0.3%	-1.1%	2.2%	-4%	43%	C=CCN(C(=O)CNC(=O)c1ccco1)C(C(=O)NC1CCCC1)c1ccc(OC)cc1 (stereo not drawn)
3	11%	-14%	-10%	7%	-0.1%	0.4%	-2.1%	10%	-10%	O=c1c([N+](=O)[O-])c(O)c2ccccc2n1Cc1ccccc1
4	-101%	4%	4%	6%	0.2%	6.4%	1.3%	-1%	-36%	Cc1ccc(NC(=S)NCCC2=CCCCC2)cc1
5	-18%	2%	5%	8%	0.7%	2.4%	-0.6%	7%	-2%	Cc1ccc(S(=O)(=O)Nc2cc(=O)[nH]c3c2CCC3)cc1
6	3%	-2%	4%	3%	0.9%	-1.0%	0.7%	9%	-10%	O=C(NCc1ccccn1)c1nc(-c2cccs2)no1
7	-4%	-33%[20 µM]	3%	0%	-0.3%	0.7%	-0.6%	0%	3%	O=C(NC1C2CC3CC(C2)CC1C3)c1ccc2c(c1)OCO2 (stereo not drawn)
8	-125%	4%[20 µM]	10%	8%	-0.1%	.	0.9%	6%	-59%	CCOC(=O)c1cnc2c(-c3ccc(Cl)cc3)cnn2c1C
9	8%	-2%[20 µM]	6%	6%	-0.1%	-8.6%	1.9%	7%	-31%	Cn1c(CSCc2ccc(Cl)cc2)n[nH]c1=S
10	10%	-8%	6%	7%	-0.2%	1.5%	6.9%	11%	-24%	CCCc1cc(C(=O)N2CCCN(C)CC2)cs1
11	-153%	-37%	3%	7%	-0.2%	-1.7%	59%	2%	-119%	Cc1cccc(-c2nc(C#N)c(NC3CCCCC3)o2)c1
12	8%	-7%	30%	2%	-0.1%	-0.2%	-1.0%	8%	-17%	CCOc1ccccc1NC(=O)CN1CCCCCC1
13	5%	-18%	7%	-2%	0.5%	-1.3%	2.6%	5%	-2%	COc1ccc(C(=O)NC(C(=O)NCc2ccccc2OC)C(C)C)cc1 (stereo not drawn)
14	2%	20%	2%	9%	-0.1%	.	-1.3%	1%	4%	Cc1cc(C)nc(N2CCN(C(=O)CCC(=O)Nc3nnc(CC(C)C)s3)CC2)n1
15	19%	-27%	5%	18%	-0.1%	0.8%	-3.6%	6%	14%	CCc1cc(C(=O)NNC(=S)NC(C)c2ccccc2)cs1 (stereo not drawn)
16	5%	-39%	31%	5%	-0.1%	2.8%	0.7%	1%	-16%	Cc1cc(Br)ccc1OCCN1CCCC1
17	22%	15%	7%	2%	0.3%	0.8%	-1.6%	33%	-20%	CCNc1nc(Oc2ccc(C(=O)OCC)cc2)nc(SC)n1
18	-5%	3%	1%	7%	-0.1%	-5.2%	-0.7%	4%	-28%	COc1ccc(CCNC(=O)C2CC(=O)N(CCc3ccccc3)C2)cc1OC (stereo not drawn)
19	-8%	27%	12%	3%	0.0%	-1.9%	-1.1%	-7%	0%	Cc1ccc(CNC(=O)CCSCc2ccccc2F)cc1
20	0%	-21%	3%	10%	-0.2%	0.5%	1.1%	5%	-36%	CC(C)NC(=O)C(c1ccc(F)cc1)N(C(=O)CCC(=O)Nc1ccccn1)C1CCCCC1 (stereo not drawn)
21	6%	6%	.	-1%	-0.1%	2.0%	-0.8%	-4%	6%	Cc1cc(C)n(C(=O)c2ccncc2)n1
22	14%	-26%	5%	9%	0.3%	0.6%	1.5%	-9%	-26%	O=C(Cn1ccc2ccccc2c1=O)NCCC(=O)Nc1cccc(Cl)c1
23	1%	-24%	5%	8%	0.5%	-4.0%	2.3%	1%	-8%	CCc1ccccc1S(=O)(=O)Cc1ccc(C(=O)NCCc2ccccc2)o1
24	0%	-12%	17%	.	0.6%	.	-1.2%	-3%	-37%	COc1ccc(N2CCN(C(=O)Nc3ccccc3Cl)CC2)cc1
25	-8%	45%	2%	11%	-0.3%	-0.8%	0.2%	4%	-3%	O=C(Cn1nc(-c2ccccc2)ccc1=O)NCCN1CCN(Cc2ccccc2)CC1

(listing goes on)
no.	NOD2 inhibition	KOR beta-arrestin-1	MgcRacGAP inhibition	Large T inhibition	GPR55 activation	KOR beta-arrestin-2	HIV fusion peptide	GPR55 antagonists	NOD1 inhibition	Structure
26	-93%	-2%[20 µM]	3%	6%	-0.1%	.	-0.6%	14%	-22%	O=C(c1cc(COc2ccc(F)cc2F)on1)N1CCSCC1
27	-2%	-39%	-3%	1%	1.0%	11%	1.2%	14%	-43%	COc1ccccc1N1CCN(C(=O)c2ccc3[nH]c4c(c3c2)CC(C)CC4)CC1 (stereo not drawn)
28	-5%	-5%[20 µM]	-2%	9%	-0.2%	8.1%	-1.4%	7%	27%	CCCC(CCC)c1nnc(NC(=O)c2ccco2)s1
29	-11%	2%	7%	4%	0.3%	0.5%	0.3%	10%	-32%	COc1ccccc1N1CCN(C2CCCN(C(=O)CN3CCCC3=O)C2)CC1 (stereo not drawn)
30	10%	-10%	11%	-1%	-0.3%	-3.4%	-1.2%	13%	-11%	CCCNC(=O)CCc1cc(C(C)(C)C)c(O)c(C(C)(C)C)c1
31	15%	-19%	1%	10%	0.0%	9.3%	5.6%	3%	6%	O=C(CN1/C(=C(/O)c2ccccc2)C(=O)c2ccccc2S1(=O)=O)c1ccccc1
32	3%	21%	3%	6%	-0.1%	3.7%	-1.4%	-4%	-10%	COC(=O)c1ccc(COC(=O)c2ccccn2)cc1
33	8%	-19%[20 µM]	3%	-2%	0.4%	3.0%	-0.3%	6%	-19%	O=C(COc1ccc(Br)cc1)N(CCO)CCO
34	-2%	10%	6%	6%	-0.2%	-9.8%	-1.0%	-4%	-26%	C/C(N)=C(/C#N)C(=O)COc1ccc(Cl)cc1Cl
35	-12%	-23%	9%	6%	-0.2%	-0.3%	2.3%	-12%	-12%	c1csc(-c2nnc(N3CCCCCC3)c3ccccc23)c1
36	12%	21%	-4%	11%	-0.2%	2.3%	-1.0%	8%	-8%	Nc1nc(Cl)nc(N(c2ccccc2)c2ccccc2)n1
37	-11%	-21%[20 µM]	-2%	10%	-0.2%	-6.7%	-0.8%	7%	-39%	O=C(Nc1ccccc1)C1C2CCCCC21 (stereo not drawn)
38	11%	-14%	0%	-1%	0.5%	-1.4%	-1.8%	0%	7%	COc1cc(C(C(=O)NC(C)(C)C)N(Cc2ccc3c(c2)OCO3)C(=O)c2cnccn2)cc(OC)c1OC (stereo not drawn)
39	5%	-3%	5%	5%	0.1%	1.3%	-1.4%	-7%	-12%	COc1cccc(OC)c1-c1nnc(-c2cn(C)c3ccccc23)o1
40	11%	20%	4%	3%	0.6%	-3.9%	1.4%	7%	.	COc1ccc(CCn2c(N)cc(=O)[nH]c2=S)cc1OC
41	16%	-42%[20 µM]	2%	8%	-0.1%	-3.0%	53%	-20%	-4%	O=C(O)c1ccc(COc2ccc3ccccc3c2/C=C2/NC(=O)N(Cc3ccc(F)cc3)C2=O)cc1
42	15%	4%	6%	23%	0.0%	-1.7%	-2.2%	1%	-8%	CCN(CC)S(=O)(=O)c1ccc(N2CCN(c3ccccc3O)CC2)nc1
43	-8%	-10%	-1%	5%	-0.2%	1.9%	1.2%	-7%	-25%	CCCCC(=O)N/N=C(\C)c1cccc(NC(=O)C2CC2)c1
44	-33%	9%	-15%	5%	-0.1%	-2.3%	-1.6%	14%	-11%	COC(=O)Cc1c(C)c2ccc(OC(C)C)cc2oc1=O
45	4%	-5%	9%	7%	0.0%	-3.0%	-1.0%	6%	-4%	O=C(COC(=O)CNC(=O)c1ccccc1F)Nc1ccc2c(c1)OCCO2
46	7%	-4%	6%	24%	-0.3%	-1.3%	-1.0%	-2%	-24%	COc1ccccc1N1CCN(CC(=O)Nc2ccc(-n3cnnn3)cc2)CC1

Part of the list above in order of molecular weight, rising:
no.	NOD2 inhibition	KOR beta-arrestin-1	MgcRacGAP inhibition	Large T inhibition	GPR55 activation	KOR beta-arrestin-2	HIV fusion peptide	GPR55 antagonists	NOD1 inhibition	Structure
21	6%	6%	.	-1%	-0.1%	2.0%	-0.8%	-4%	6%	Cc1cc(C)n(C(=O)c2ccncc2)n1
37	-11%	-21%[20 µM]	-2%	10%	-0.2%	-6.7%	-0.8%	7%	-39%	O=C(Nc1ccccc1)C1C2CCCCC21 (stereo not drawn)
11	-153%	-37%	3%	7%	-0.2%	-1.7%	59%	2%	-119%	Cc1cccc(-c2nc(C#N)c(NC3CCCCC3)o2)c1
34	-2%	10%	6%	6%	-0.2%	-9.8%	-1.0%	-4%	-26%	C/C(N)=C(/C#N)C(=O)COc1ccc(Cl)cc1Cl
1	27%	23%	-11%	4%	1.3%	-5.2%	0.3%	-2%	-19%	COCCNC(=O)NC(=O)COC(=O)C1(c2ccc(Cl)cc2)CC1
27	-2%	-39%	-3%	1%	1.0%	11%	1.2%	14%	-43%	COc1ccccc1N1CCN(C(=O)c2ccc3[nH]c4c(c3c2)CC(C)CC4)CC1 (stereo not drawn)

Assay outcomes: PubChem, several laboratories

These rows are one share of the data, so the mix of outcomes need not match the whole.
